HCV inhibitor: qHTS Assay for Inhibitors of Hepatitis C Virus (HCV). Huh7.5.1 HCVcc-Cre infection, luciferase reporter, 44 h. AID 651820, 2012. Potency, µM (highest dose often 41.8 µM), for inactives: top-dose activity change, negative = inhibition, usual class: inhibitors. actives 3.4% (n = 340,000)
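Reporter virus HCVcc-Cre (~0.5 moi) infects cells exposed to compound; seeding density 1,000 cells/well with 4 h settling beforehand. Luminescence, 15 sec read, taken 44 h post-infection following a 15 min RT substrate incubation.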
Pf growth 48h: Primary qHTS for delayed death inhibitors of the malarial parasite plastid, 48 hour incubation | P. falciparum luciferase growth in erythrocytes, 48 h | Potency, µM (doses to about 28.7 µM), for the others: at the highest dose activity change, negative = inhibition, actives largely listed as inhibitors | actives 5.9% (n = 310,000) | AID 504832, 2011
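Erythrocytes infected with P. falciparum carrying an integrated firefly luciferase reporter (2% hematocrit, 0.1% parasitemia final) were exposed to compounds in RPMI 1640 with 0.5% Albumax at 37 C, 5% CO2. Growth inhibition was scored as reduced luminescence.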
TbPYK inhibitor: qHTS of Trypanosoma Brucei Inhibitors; pyruvate kinase (Trypanosoma brucei), Q57TT1; TbPYK enzyme, Kinase-Glo Plus ATP luminescence, 45 min; Potency, µM (series often up to 76.8 µM), for the others: at the top dose activity, negative = inhibition, hits mostly inhibitors; actives 0.12% (n = 410,000); further: nearly all actives have a fitted effect of over 50% in size
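In this concentration-response screen, enzyme-free wells defined baseline while DMSO plates tracked drift. Each reaction combined TbPYK, substrate, compound and 130 uM ADP for 45 min at room temperature. Kinase-Glo Plus luminescence gave the signal.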
Pf growth 96h: Primary qHTS for delayed death inhibitors of the malarial parasite plastid, 96 hour incubation | actives 6.9% (n = 320,000) | Potency, µM (series often up to 28.7 µM), for the others: top-dose activity change, negative = inhibition, most hits filed as inhibitors | P. falciparum luciferase reporter growth, 96 h
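Luminescence readout: decreased luciferase signal marks inhibited growth of reporter-expressing P. falciparum in infected red cells (2% hematocrit, 0.05% parasitemia final), exposed to compound two generations (96 h, 37 C, 5% CO2).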
Sm TGR inh: qHTS Assay for the Inhibitors of Schistosoma Mansoni Peroxiredoxins; Schistosoma mansoni thioredoxin glutathione reductase (TGR), Q962Y6; purified TGR, DTNB reduction, TNB absorbance 405 nm; Potency, µM (titrated, usually from 114 µM), without a hit: at the highest dose activity change, negative = inhibition, usual class: inhibitors; actives 3% (n = 360,000); AID 485364, 2010; further: nearly all actives have a fitted effect of over 60% in size
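Kinetic colorimetric format: TGR-catalysed, NADPH-driven DTNB reduction monitored via TNB absorbance. Enzyme dispensed at 20 nM; compound exposure 15 min at room temperature before reaction start.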
LmPK inhibitor: qHTS Assay for Inhibitors of Leishmania Mexicana Pyruvate Kinase (LmPK) | Q27686 | purified LmPK, Kinase-Glo ATP luminescence, 1 h | Potency, µM (top dose mostly 57.5 µM), without a hit: at the top dose activity change, negative = inhibition, actives largely listed as inhibitors | actives 0.37% (n = 290,000)
Target sequence (Q27686 whole entry, looked up): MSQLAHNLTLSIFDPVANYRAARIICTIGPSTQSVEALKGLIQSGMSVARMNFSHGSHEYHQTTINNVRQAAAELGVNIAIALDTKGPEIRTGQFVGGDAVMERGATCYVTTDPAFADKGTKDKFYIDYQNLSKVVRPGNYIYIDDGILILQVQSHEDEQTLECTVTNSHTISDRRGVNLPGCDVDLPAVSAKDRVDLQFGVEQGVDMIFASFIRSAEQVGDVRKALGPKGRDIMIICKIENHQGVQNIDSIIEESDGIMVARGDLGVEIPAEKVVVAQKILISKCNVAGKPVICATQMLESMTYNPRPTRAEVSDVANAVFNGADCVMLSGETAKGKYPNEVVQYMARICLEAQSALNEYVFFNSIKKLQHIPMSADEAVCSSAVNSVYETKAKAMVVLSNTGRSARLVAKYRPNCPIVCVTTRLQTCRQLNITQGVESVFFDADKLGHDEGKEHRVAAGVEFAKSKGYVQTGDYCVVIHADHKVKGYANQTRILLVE
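Purified LmPK (0.1 nM) with 0.5 mM PEP and 0.1 mM ADP in imidazole buffer pH 7.2 with MgCl2/KCl, 1 h at room temperature. ATP formed was read by luciferase luminescence and normalized to no-enzyme and uninhibited controls.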
* hit, by the source's call; ? = inconclusive; · = not tested or not shown; [ ] = remark or other dose. The call rests on the fitted dose curve; in most records, active means well fitted curve in the direction sought with a large enough effect; inconclusive means small, poorly fitted or top-dose-only effect, or another doubt; inactive means no such curve, though single readings can be large; an effect the other way counts as inactive or inconclusive. On the % scale 0 is the no-effect control and ±100 the full control effect; potency means the concentration at half of the fitted maximal effect. The order is random; any-hit rate near 16%.

Screens in order – HCV inhibitor, Pf growth 48h, TbPYK inhibitor, Pf growth 96h, Sm TGR inh, LmPK inhibitor
COc1ccc(NC(=O)C2CCCN(S(=O)(=O)c3cccc4nonc34)C2)cc1 (stereo not given)
    -17%, 2%, 2%, ·, -8%, 5%
CCOc1ccccc1N1CCN(C(=S)Nc2ccc(S(N)(=O)=O)cc2)CC1
    ?, -1%, -16%, -29%, 0%, 4%
CCOc1ccccc1N(CC)C(=O)c1nn(C)c2c1CSc1ccccc1-2
    ?, ?, 2%, 0%, -16%, 14%
CC(C)=CCN1CCN(Cc2ccc(C#CC(C)(C)O)cc2)CC1CCO (stereo not given)
    0%, 20%, 0%, ?, -4%, 0%
N#Cc1nc(-c2ccccc2Cl)oc1N1CCCCC1
    ?, 34%[activator], 9%, 5%, -5%, 5%
COc1ccc(SCCc2ccncc2)cc1
    -1%, 17%, 0%, 8%, 3%, -10%
COc1ccc(CNC(=O)CCN2C(=O)c3ccncc3C2=O)cc1OC
    16%, -3%, 1%, 13%, 14%, 0%
Cc1cccc(NC(=S)Nc2cccc(C)n2)n1
    ?, ?, 0%, 13µM*, -7%, 8%
CC(=O)OC(COC1C[C@@H]2CC[C@@]1(C)C2(C)C)C[N+]1(C)CCCCC1 (stereo not given in full)
    29%, 3.3µM*, -14%, 2.9µM*, -5%, 5%
COc1cc(N(C(=O)Cc2cccs2)C(C(=O)NC2CCCCC2)c2cccc(OC)c2OC)ccc1-n1cnnn1 (stereo not given)
    -8%, 10µM*, -6%, -25%, 0%, -1%

Continued; it opens with the seven that closed the last part.
Screens in order – HCV inhibitor, Pf growth 48h, TbPYK inhibitor, Pf growth 96h, Sm TGR inh, LmPK inhibitor
CC(C)=CCN1CCN(Cc2ccc(C#CC(C)(C)O)cc2)CC1CCO (stereo not given)
    0%, 20%, 0%, ?, -4%, 0%
N#Cc1nc(-c2ccccc2Cl)oc1N1CCCCC1
    ?, 34%[activator], 9%, 5%, -5%, 5%
COc1ccc(SCCc2ccncc2)cc1
    -1%, 17%, 0%, 8%, 3%, -10%
COc1ccc(CNC(=O)CCN2C(=O)c3ccncc3C2=O)cc1OC
    16%, -3%, 1%, 13%, 14%, 0%
Cc1cccc(NC(=S)Nc2cccc(C)n2)n1
    ?, ?, 0%, 13µM*, -7%, 8%
CC(=O)OC(COC1C[C@@H]2CC[C@@]1(C)C2(C)C)C[N+]1(C)CCCCC1 (stereo not given in full)
    29%, 3.3µM*, -14%, 2.9µM*, -5%, 5%
COc1cc(N(C(=O)Cc2cccs2)C(C(=O)NC2CCCCC2)c2cccc(OC)c2OC)ccc1-n1cnnn1 (stereo not given)
    -8%, 10µM*, -6%, -25%, 0%, -1%
CS(=O)(=O)N(CC(=O)N1CCN(c2cccc(Cl)c2)CC1)c1cccc(F)c1
    -27%, ?, -4%, ·, -3%, 2%
CCC(Sc1nc(C)cc(C)n1)C(=O)NC1=NN=C(c2ccc(C)cc2)CS1 (stereo not given)
    ?, ?, 8%, 10µM*, 1%, 1%
CCOC(=O)N1CCN(C(=O)c2ccc(N(C)S(=O)(=O)c3ccc(C)cc3)cc2)CC1
    14µM*, ?, 1%, 19%, -6%, -1%
CC(NC(=O)COC(=O)C1CC2CCCC(C1)C2=O)c1ccccc1 (stereo not given)
    12%, 15%, 1%, 8%, -1%, ·
COc1ccccc1NS(=O)(=O)c1cc(NC(=O)CN2C(=O)NC3(CCCC3)C2=O)ccc1C
    ?, -11%, -3%, 8%, 0%, ·
CCCCCn1c(=O)c(C(=O)Nc2ncccc2C)c(O)c2ccccc21
    ?, 0%, -2%, ?, -14%, 3%
CCOC(=O)c1c(C)[nH]c2cc(Br)c(O)cc12
    ?, ·, 1%, ·, 0%[11.4 µM], 3%
Cc1cc(C)c(C)c(S(=O)(=O)N2CCN(C(=O)c3ccccc3OCc3c(C)noc3C)CC2)c1C
    ?, 10µM*, 1%, 13µM*, -1%, ·
COc1cccc(-c2onc3ccc(C(=O)/C=C/N(C)C)cc23)c1
    -30%, ?, -4%, ?, 4%, 2%
CCCn1c(SCC(=O)c2cc(C)n(C3CC3)c2C)n[nH]c1=O
    -3%, -15%, 0%, -29%, -21%, ·
COc1ccccc1CNC(=O)C(NC(=O)c1ccccc1)C(C)C (stereo not given)
    10%, 13µM*, -9%, -5%, -2%, 6%
CN(C)S(=O)(=O)c1cccc(NC(=O)COC(=O)C2CCN(C(=O)c3ccc(F)cc3)CC2)c1
    25%, -11%, -3%, -9%, 1%, ·
COCCCNC(=O)c1cc(C(=O)Cc2ccccc2)c[nH]1
    -17%, ?, -5%, -30%, -3%, -1%
CC(=O)N1CCc2cc(S(=O)(=O)NCCC(=O)Nc3cccc(C)c3C)ccc21
    4%, ?, 0%, 3.7µM*, -4%, -12%
O=Cc1c[nH]c2ccc(C(=O)c3ccccc3)cc12
    22%, -1%, 1%, 7%, -1%, 1%
COc1ccccc1N1C(=O)c2cccc3c(N(C)CCO)ccc(c23)C1=O
    ?, -25%, 2%, 7%, ?, -4%
CCc1cc(C(=O)NNC(=O)CCN2CCN(c3ccccc3)CC2)sc1C
    -9%, 5%, 3%, 29%, -34%, -4%
C[N+]1(CCCOC(=O)C2(c3ccccc3)CCCC2)CCOCC1
    6%, 12µM*, -3%, ?, 1%, 0%
O=C(Nc1ccccc1Cl)c1cccc(NC(=O)C2C3CC4OC(=O)C2C4C3)c1 (stereo not given)
    -11%, ·, -6%, 4%, -10%, 1%
Cn1cccc1CC(=O)N/N=C/C=C/c1ccccc1
    -1%, 57%[activator], 33%[activator], 45%[activator], -19%, -1%
O=C(Nc1ccccc1)Nc1nncs1
    1%, 20%, -4%, -14%, 8%, -9%
Cc1ccc(N(CC(=O)NCc2ccc(F)cc2)C(=O)c2csnn2)c(C)c1
    10%, -6%, 1%, ?, 14%, -3%
Cc1cccnc1NC(=S)NC(=O)/C=C/c1ccccc1
    13%, ?, -3%, 10%, 25%, -1%
CC(C)(C)OC(=O)Cn1c(=O)cnc2ccccc21
    4%, ·, -2%, -35%, -21%, 15%
COC(=O)Cn1cnc(=O)c(C#N)c1/C=C/N(C)C
    12%, -8%, -9%, 8%, -12%, -5%
CCC(C(=O)O)n1cnc2scc(-c3ccc(C)c(C)c3)c2c1=O (stereo not given)
    -4%, ?, 4%, ?, -3%, 1%
Cc1c(C)c(C)c2[nH]c(-c3ccc4c(c3)OCO4)nc2c1C
    ?, 2.3µM*, -10%, 2.1µM*, 8%, 9%
Cc1ccc(CN2CCCCC2C(=O)Nc2ccc(Oc3cccnc3)cc2)o1 (stereo not given)
    ?, 0%, -8%, ?, -23%, 2%
C1CCc2nnnn2CC1
    ·, -6%, -8%, -9%, ·, ·
C=CCn1c(COc2cccc(C)c2)nnc1SCC(=O)c1c[nH]c2c(CC)cccc12
    -3%, 7%, -7%, 31%, 0%, 3%
Cc1ccc(S(=O)(=O)NCC(C)n2cncn2)cc1 (stereo not given)
    10%, 10%, -2%, -23%, 3%, -3%
Cc1nn(C(C)(C)C)c(OC(=O)C2CCCC2)c1S(=O)(=O)c1ccccc1
    2%, 57%[activator], 3%, 10µM*, -23%, 2%
CC1=NN(c2ccccc2)C(=O)/C1=C/c1c(O)n(-c2ccc(F)c(Cl)c2)[nH]c1=O
    36%[activator], -1%, -12%, ?, -3%, 1%
CCN(CC(=O)Nc1ccc(NC(C)=O)cc1)C(=O)/C=C/c1ccc2c(c1)OCO2
    -11%, 4%, 1%, 18%, -1%, ·
O=C(Nc1ccccc1)N1N=C(c2ccc(F)cc2)CC1c1ccc(F)cc1 (stereo not given)
    -15%, -79%, -7%, ?, -7%, -3%
NC(=O)C1CCN(C(=O)COc2ccc(S(=O)(=O)NC3CCCC3)cc2)CC1
    13%, 0%, 1%, 40%[activator], 3%, -2%
CCOc1ccccc1NC(=O)CS(=O)(=O)c1cn(CC(=O)N2CCOCC2)c2ccccc12
    19%, 2%, -13%, ?, 7%, -8%
Cc1nn(C)c(C)c1NC(=O)c1ccccc1NC(=O)Nc1ccccc1
    ·, -3%, 1%, 21%, 1%, -2%
CCSc1nnc(NC(=O)CSc2nccn2-c2cc(C)cc(C)c2)s1
    4%, 26%, -7%, -3%, -22%, 0%
c1ccc(CSc2nnc(-c3ccncc3)o2)cc1
    -5%, 95%[activator], -6%, 0%, 8%, -1%
Cc1ccc(NC(=O)CS(=O)CC(=O)NCC2CCCO2)cc1 (stereo not given)
    -4%, 9%, -21%, 17%, 0%, -1%
COc1ccc2c3n(nc2c1)CCN=C3c1ccc(Cl)cc1
    27%, 16%, -3%, 61%[activator], -3%, ·
COc1ccc(Br)cc1CN(C)C(=O)c1cnc(C)cn1
    3%, 0%, 4%, 3%, -4%, 3%
CC(C)C(=O)Nc1ccc(O)c(-c2csc(N)n2)c1
    -1%, ?, -6%, 7%, 15%, -1%
Cc1cc(C(=O)NCCc2ccc(Cl)cc2)c2ccccc2n1
    -3%, 26%, 2%, 20%, -9%, 1%
COc1ccc(NC(=O)c2cc(-c3ccco3)on2)c(OC)c1
    ?, -17%, 2%, 84%[activator], -2%, 0%
O=C(O)CSCC(=O)N1CCN(Cc2ccc3c(c2)OCO3)CC1
    22%, -4%, -6%, 0%, 1%, 0%
Cc1csc(=O)n1CC(=O)Nc1ccc(Cl)cc1F
    -8%, 11%, 3%, -5%, -3%, ·
O=C(NCCc1ccccc1)c1c[nH]c2c(F)cccc2c1=O
    -11%, 26%, 2%, -2%, -12%, -3%
Cc1c(Cl)cccc1NC(=O)CCS(=O)(=O)c1cccc2nonc12
    -3%, 19%, 4%, 0%, -13%, -6%

Continuation:
Screens in order – HCV inhibitor, Pf growth 48h, TbPYK inhibitor, Pf growth 96h, Sm TGR inh, LmPK inhibitor
Cc1oc(-c2cccc(Cl)c2)nc1CN(C)C1CCOC1 (stereo not given)
    -8%, -17%, 1%, -3%, -9%, 5%
C#Cc1ccc([C@@H]2C=C(C(=O)N3CCN(Cc4ccccc4)CC3)O[C@H](OCCCCO)C2)cc1
    ·, ?, ·, ?, 13µM*, 6%
COc1ccc(NC(=O)Cn2cnc3c(nnn3-c3ccc(C)cc3)c2=O)cc1
    ·, 2%, ·, 38%[activator], 8%, 2%
COc1ccc2c(c1)OC[C@H]1[C@H]2N2C(=O)CN(CCc3c[nH]c4ccccc34)C(=O)[C@@]2(C)[C@H]1c1ccccc1
    ?, 12µM*, -3%, 4.7µM*, 4%, ·
COC(=O)c1cccc(NC(=O)NC2CCCN2S(=O)(=O)c2ccc(Cl)cc2)c1 (stereo not given)
    -21%, -4%, 8%, 0%, 10%, -10%
O=C(Nc1nc2ccccc2s1)C1CC(=O)N(c2ccccc2)C1 (stereo not given)
    ?, -8%, -4%, -5%, 6%, 0%
CS(=O)(=O)OCC(O)C(O)COS(C)(=O)=O (stereo not given)
    ·, -11%, 4%, -16%, ·, ·
c1ccc(CCNCC2COc3ccccc3O2)cc1 (stereo not given)
    8%, ·, -2%, 5%, -16%, 0%
CC(C)[C@H]1C=C(C(=O)O)O[C@@H](OCCCCO)C1
    7%, -1%, 1%, 11%, ?, -1%
O=[N+]([O-])c1cccc(S(=O)(=O)NCCc2cn3ccccc3n2)c1
    5%, 15%, 6%, 31%[activator], -2%, -1%
c1ccc(-c2cncnc2)cc1
    10%, 25%, -5%, 16%, 3%, ·
CCOC(=O)C1(CC2CCCCO2)CCN(S(=O)(=O)c2ccsc2)CC1 (stereo not given)
    8%, -11%, 3%, -17%, -19%, -2%
